RBX1-CUL1 inh – blocks human RBX1-Cullin-1 di-ubiquitin formation; inhibition, % at 10 µM; P62877+Q13616; 0.6% of 140,000 active; in vitro K48 di-Ub FRET, acceptor:donor ratio, 45 min; in the data active = inhibition above about 25%
Target sequence (P62877 whole entry, looked up): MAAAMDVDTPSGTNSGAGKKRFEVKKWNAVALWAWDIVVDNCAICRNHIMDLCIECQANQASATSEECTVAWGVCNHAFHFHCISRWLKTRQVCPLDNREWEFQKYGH
Target sequence (Q13616 whole entry, looked up): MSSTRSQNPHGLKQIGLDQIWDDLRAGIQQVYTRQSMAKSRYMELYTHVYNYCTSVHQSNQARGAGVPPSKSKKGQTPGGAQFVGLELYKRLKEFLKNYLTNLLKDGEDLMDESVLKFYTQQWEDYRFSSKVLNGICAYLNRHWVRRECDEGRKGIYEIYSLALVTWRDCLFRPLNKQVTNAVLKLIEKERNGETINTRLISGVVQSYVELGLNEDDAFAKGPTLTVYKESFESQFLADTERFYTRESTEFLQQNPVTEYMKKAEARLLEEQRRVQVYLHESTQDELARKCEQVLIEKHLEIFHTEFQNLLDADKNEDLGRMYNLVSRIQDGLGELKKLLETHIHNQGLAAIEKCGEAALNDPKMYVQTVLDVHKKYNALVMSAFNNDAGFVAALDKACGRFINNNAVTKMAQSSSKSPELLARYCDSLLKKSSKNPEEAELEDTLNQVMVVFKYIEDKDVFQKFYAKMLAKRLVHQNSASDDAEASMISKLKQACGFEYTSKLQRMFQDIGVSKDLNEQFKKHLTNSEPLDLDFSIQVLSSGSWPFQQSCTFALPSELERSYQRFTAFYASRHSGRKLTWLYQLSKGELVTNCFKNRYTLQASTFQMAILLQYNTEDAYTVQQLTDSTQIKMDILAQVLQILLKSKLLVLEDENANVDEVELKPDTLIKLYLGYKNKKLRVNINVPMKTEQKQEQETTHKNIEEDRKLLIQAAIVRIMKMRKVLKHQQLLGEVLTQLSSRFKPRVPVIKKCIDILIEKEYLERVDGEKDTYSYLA
Active calls of the source: *.

For Cc1cccc(CS(=O)(=O)Cc2ccc(C(=O)NCc3ccc(Cl)cc3)o2)c1 the results were RBX1-CUL1 inh 6.
COC(=O)c1ccc(NC(=O)CC2C(=O)N(c3cccc(OC)c3)C(=O)N2Cc2cccc(OC)c2)cc1 (configuration not stated) was read as RBX1-CUL1 inh -1.
Screening O=C(Nc1cccc(-c2ccco2)c1)C1CCN(Cc2ccoc2)CC1 returned RBX1-CUL1 inh 0.
CN(Cc1cc(C2CC2)n[nH]1)C(=O)Nc1nnc(-c2ccccc2)s1 was read as RBX1-CUL1 inh -9.
`O=C(O)Cc1ccccc1Sc1cccc(C(F)(F)F)c1` gave RBX1-CUL1 inh -1.
COC(=O)c1ccc(Cl)cc1NC(=O)Nc1nnc(N(C)Cc2ccccc2)s1 was read as RBX1-CUL1 inh 6.
For COc1ccccc1-c1cc2c(c(OC)c1)OCCN(C(=O)c1ccco1)C2 the results were RBX1-CUL1 inh 10.
`c1cc(CN2CCC(n3cc(C4CC4)nn3)CC2)co1` gave RBX1-CUL1 inh -1.
Screening Cc1cccc2c(CC(=O)Nc3cc(F)cc(F)c3)noc12 returned RBX1-CUL1 inh 0.
Cc1cccc(N=c2scc(-c3ccc(Cl)cc3)n2CCO)c1 was read as RBX1-CUL1 inh 4.
Cc1cccc(-n2nnnc2S(C)(=O)=O)c1 was read as RBX1-CUL1 inh 3.
O=C(CCn1cnnn1)NCc1cccnc1Oc1ccccc1 was read as RBX1-CUL1 inh -3.
Screening COc1cc2nc(NCCc3cccc(C)c3)n3nc(-c4ccccc4)nc3c2cc1OC returned RBX1-CUL1 inh 5.
Screening CC1(C)CC(=O)C2C(=Nc3ncnn3C2c2ccc(C(C)(C)C)cc2)C1 (configuration not stated) returned RBX1-CUL1 inh -4.
Screening Cc1nn2c(C)c(C(=O)NC(C)(C)C)cnc2c1-c1ccc(F)cc1 returned RBX1-CUL1 inh -7.
O=C(CCC(=O)N1CCCC(CCC(=O)N2CCCC2)C1)c1ccccc1 (configuration not stated) was read as RBX1-CUL1 inh 0.
For OC1(Cc2cc(-c3ccccc3)no2)CCN(CC2CCCC2)CC1 the results were RBX1-CUL1 inh 10.
CSc1cccc(NS(=O)(=O)c2ccc3c(c2)C(=O)C(C(=O)N2CCCCCC2)C=N3)c1 (configuration not stated) was read as RBX1-CUL1 inh 7.
For COc1ccccc1NC(=O)c1ccccc1-c1ccccc1C(=O)O the results were RBX1-CUL1 inh -3.
For COc1ccccc1NC(=O)C(=O)NCCc1csc(-c2cccc(F)c2)n1 the results were RBX1-CUL1 inh -1.
`CCCOC(=O)c1ccc(Cl)c(NC(=O)COC)c1` gave RBX1-CUL1 inh 0.
CCC(Oc1ccc(F)cc1)C(=O)Nc1nc2c(s1)CCCC2 (configuration not stated) was read as RBX1-CUL1 inh -8.
CCOc1ccc(S(=O)(=O)N2CCN(c3ccc(C)cc3C)CC2)c2ccccc12 was read as RBX1-CUL1 inh 6.
COc1ccc2c(Cl)c(C(=O)O)sc2c1Cl was read as RBX1-CUL1 inh 3.
COc1cc(OC)cc(-c2nc3nc(C)c(CCC(=O)Nc4ccc(Cl)cc4)c(C)n3n2)c1 was read as RBX1-CUL1 inh 2.
`C=CCn1c(=O)c2c(nc3n2C(C)C(C)=NN3)n(C)c1=O` (configuration not stated) gave RBX1-CUL1 inh -1.
For CCCOc1ccc(C2C(C(=O)OCC)=C(C)N=C3SCCC(=O)N32)cc1OCC (configuration not stated) the results were RBX1-CUL1 inh 6.
`COc1cccc(NC(=O)C2CCN(c3ccc(Sc4ccc(C)cc4)nn3)CC2)c1` gave RBX1-CUL1 inh 8.
`Cc1ccc(S(=O)(=O)c2ccc(Cl)cc2)cc1S(=O)(=O)NCC(=O)O` gave RBX1-CUL1 inh 6.
Screening CC(C)CC(=O)Nc1ccc2c(c1)OCO2 returned RBX1-CUL1 inh 3.
For O=C(NC1CCCC1)C1CCN(C2CCN(CCCc3ccccc3)CC2)CC1 the results were RBX1-CUL1 inh 11.
Screening Brc1ccc(-c2nc(Nc3ccccc3)cc(-c3ccccc3)n2)cc1 returned RBX1-CUL1 inh 1.
`CC(=O)CN1C(=O)CC(C)N(C(C)=O)c2ccccc21` (configuration not stated) gave RBX1-CUL1 inh 11.
For CCOC(=O)CN1C(=O)S/C(=C/c2ccc(Sc3ccc(Cl)cc3)o2)C1=O the results were RBX1-CUL1 inh 2.
`CC(C)c1ccc(NC(=O)c2ccc(F)c(S(=O)(=O)N3CCc4ccccc4C3)c2)cc1` gave RBX1-CUL1 inh -1.
Screening CC1CCCCC1NS(=O)(=O)c1cc(F)ccc1F (configuration not stated) returned RBX1-CUL1 inh -1.

The list goes on, starting with the last two of the part before.
`CC(C)c1ccc(NC(=O)c2ccc(F)c(S(=O)(=O)N3CCc4ccccc4C3)c2)cc1` gave RBX1-CUL1 inh -1.
Screening CC1CCCCC1NS(=O)(=O)c1cc(F)ccc1F (configuration not stated) returned RBX1-CUL1 inh -1.
Screening CCOc1cccc(C2C(C(=O)OC)=C(C)OC(=N)C2C#N)c1OCc1ccccc1 (configuration not stated) returned RBX1-CUL1 inh -1.
C=CCOc1ccc(/C=N/n2cnc3sc4c(c3c2=O)CCCC4)cc1OC was read as RBX1-CUL1 inh 3.
`COc1ccc(CC(=O)Nc2cc(-c3cn4cccnc4n3)ccc2OC)cc1` gave RBX1-CUL1 inh -4.
For CCC(C)NC(=O)c1ccc(NC(=O)C2(c3ccc(OC)cc3)CCOCC2)cc1 (configuration not stated) the results were RBX1-CUL1 inh -17.
`CCN(c1ccc(OC)cc1)S(=O)(=O)c1nnc(NC(=O)COc2ccc(F)cc2)s1` gave RBX1-CUL1 inh 10.
Screening Cc1ccc(-n2ncc(C(=O)NCc3ccc4c(c3)OCO4)c2C2CCN(C(=O)OC(C)(C)C)CC2)c(C)c1 returned RBX1-CUL1 inh -3.
Cn1c(=O)oc2cc(S(=O)(=O)Nc3ccc(O)cc3)ccc21 was read as RBX1-CUL1 inh 6.
CCOC(=O)c1c(C)[nH]c(C)c1S(=O)(=O)N1CCCC(C(=O)Nc2ccccc2OCC)C1 (configuration not stated) was read as RBX1-CUL1 inh -3.
Screening COc1cccc(-c2nnc(-c3ccccc3NC(=O)c3cccc(C(F)(F)F)c3)o2)c1 returned RBX1-CUL1 inh -5.
Screening COc1cccc(OCC(O)CN2CCCCCC2)c1 (configuration not stated) returned RBX1-CUL1 inh 0.
CCOC(=O)c1c(NC(=O)C2CC2C)sc(C)c1CC (configuration not stated) was read as RBX1-CUL1 inh 4.
`CC(C)(C)c1ccc(CCC(=O)NC2CC2)cc1` gave RBX1-CUL1 inh -9.
Screening CCCCN(C)CCNC(=O)C1CCN(c2nc3ccc(CC)cc3s2)CC1 returned RBX1-CUL1 inh -6.
Screening COc1cc(NC(=S)NNC(=O)c2cccnc2)c(OC)cc1Cl returned RBX1-CUL1 inh 1.
`CC1CN=C(N(C(=O)Nc2ccccc2)C(C)C)S1` (configuration not stated) gave RBX1-CUL1 inh 2.
Cc1ccc(Cl)cc1N1CCN(C(=O)c2ccc(-n3cc(NC(=O)c4ccoc4)cn3)cc2)CC1 was read as RBX1-CUL1 inh 7.
For Cc1ccc(CN2C(=O)C(O)(c3c[nH]c4ccccc34)c3cc(Cl)ccc32)cc1 (configuration not stated) the results were RBX1-CUL1 inh -6.
Screening CCOC(=O)c1ccccc1NC(=O)CSc1cn(CC(=O)N2CCOCC2)c2ccccc12 returned RBX1-CUL1 inh 12.
CCc1nc2nc(C)cc(Nc3cc(C)ccc3C)n2n1 was read as RBX1-CUL1 inh -1.
For Cc1ccc(N=Cc2ccc(OS(=O)(=O)c3ccc(C)cc3)cc2)cc1 the results were RBX1-CUL1 inh 0.
CCN(CC)C(=O)C1CCCN(c2ccccc2/C=N/Nc2ccc([N+](=O)[O-])cc2S(=O)(=O)N2CCN(C)CC2)C1 (configuration not stated) was read as RBX1-CUL1 inh -5.
Screening O=C(O)c1ccc2c(c1)[C@@H]1C=CC[C@@H]1[C@H](c1ccc3c4c(cccc14)CC3)N2 returned RBX1-CUL1 inh 99*.
`COC(=O)c1c(NC(=O)CN2CCCC2)sc(C)c1C` gave RBX1-CUL1 inh 4.
Screening Cc1ccc(N2CCN(CC(=O)Nc3ccc(Br)cc3)CC2)cc1C returned RBX1-CUL1 inh -4.

Reprinted from the results shown, 2 compounds:
`CC1CN=C(N(C(=O)Nc2ccccc2)C(C)C)S1` (configuration not stated) gave RBX1-CUL1 inh 2.
Cc1ccc(Cl)cc1N1CCN(C(=O)c2ccc(-n3cc(NC(=O)c4ccoc4)cn3)cc2)CC1 was read as RBX1-CUL1 inh 7.

3 compounds already listed, sorted by count of non-hydrogen atoms, falling:
For Cc1ccc(CN2C(=O)C(O)(c3c[nH]c4ccccc34)c3cc(Cl)ccc32)cc1 (configuration not stated) the results were RBX1-CUL1 inh -6.
Screening CCCCN(C)CCNC(=O)C1CCN(c2nc3ccc(CC)cc3s2)CC1 returned RBX1-CUL1 inh -6.
`COC(=O)c1c(NC(=O)CN2CCCC2)sc(C)c1C` gave RBX1-CUL1 inh 4.

More compounds:
For COc1ccccc1N1CCN(c2csc3ccccc3c2=O)CC1 the results were RBX1-CUL1 inh 3.
`Cc1cc(C)cc(OCC(=O)Nc2nc(C)c(C)s2)c1` gave RBX1-CUL1 inh -6.
`CCc1c(C)c2ccc(O)c(CN3CCN(c4ccc(F)cc4)CC3)c2oc1=O` gave RBX1-CUL1 inh -8.
Screening NC(=O)c1c(-c2ccc(Cl)cc2)csc1NC(=O)c1cc([N+](=O)[O-])ccc1Cl returned RBX1-CUL1 inh 0.
Screening Cc1ncsc1CCC(=O)N1CCC(CCC(=O)NCc2cccnc2)CC1 returned RBX1-CUL1 inh -2.
O=C(NCCCCc1ccccc1)c1cccc(Br)c1 was read as RBX1-CUL1 inh -3.
`CCC(C)(C)C(=O)Nc1ccc(S(=O)(=O)N2CCC(C)CC2)cc1` gave RBX1-CUL1 inh 5.
For c1ccc(-c2nnc3sc(-c4cccs4)nn23)nc1 the results were RBX1-CUL1 inh 4.
`O=C(Nc1ccc(Br)cc1)c1cccc(Cl)c1` gave RBX1-CUL1 inh 8.
O=C(C1CCCC1)N1CCCC(CCc2ccccc2F)C1 (configuration not stated) was read as RBX1-CUL1 inh -1.
Screening COCCNC(=O)CCCN1C(=O)CCn2nc(-c3cccn3C)cc21 returned RBX1-CUL1 inh -4.
Screening Cc1ccc2c(c1)CCCN2S(=O)(=O)c1ccc2ccccc2c1 returned RBX1-CUL1 inh 8.

Seven compounds drawn at random from those above:
Screening CC1(C)CC(=O)C2C(=Nc3ncnn3C2c2ccc(C(C)(C)C)cc2)C1 (configuration not stated) returned RBX1-CUL1 inh -4.
Screening COc1cc(NC(=S)NNC(=O)c2cccnc2)c(OC)cc1Cl returned RBX1-CUL1 inh 1.
COc1cc(OC)cc(-c2nc3nc(C)c(CCC(=O)Nc4ccc(Cl)cc4)c(C)n3n2)c1 was read as RBX1-CUL1 inh 2.
Cc1cccc(-n2nnnc2S(C)(=O)=O)c1 was read as RBX1-CUL1 inh 3.
`CCCOC(=O)c1ccc(Cl)c(NC(=O)COC)c1` gave RBX1-CUL1 inh 0.
O=C(CCC(=O)N1CCCC(CCC(=O)N2CCCC2)C1)c1ccccc1 (configuration not stated) was read as RBX1-CUL1 inh 0.
CCOC(=O)c1c(NC(=O)C2CC2C)sc(C)c1CC (configuration not stated) was read as RBX1-CUL1 inh 4.

(next part)
Screening CCc1ccc(C(=O)N2CCN(c3ccc(NC(=O)C(C)(C)C)cc3)CC2)cc1 returned RBX1-CUL1 inh 1.
`COc1ccc(C(=O)NCc2ccccc2F)cc1OC1CCN(C(C)=O)CC1` gave RBX1-CUL1 inh 6.
Screening CCOC(=O)N1CCN(S(=O)(=O)c2ccc(N3CCCC3=O)cc2)CC1 returned RBX1-CUL1 inh 10.
O=C1C=CC(=O)C(c2ccc(OCc3ccccc3)cc2)=C1 was read as RBX1-CUL1 inh 3.
For C#CCSc1nc2ccccc2n1C(=O)/C=C/c1ccc(OC)c(OC)c1 the results were RBX1-CUL1 inh 5.
`Cc1ncc2c(c1CNC(=O)c1ccoc1C)CCN(C(=O)/C=C/C(C)C)C2` gave RBX1-CUL1 inh 5.
`O=C(Cn1c(=O)n(-c2ccccc2Cl)c(=O)c2sc3ccccc3c21)NC1CCCCC1` gave RBX1-CUL1 inh -9.
`CCOC(=O)C(CC)Sc1ncnc2c1c(-c1ccccc1)cn2-c1ccc(OC)cc1` (configuration not stated) gave RBX1-CUL1 inh 1.
For N#CC1=CC(c2ccccc2)C(Cc2ccccc2)=NC1=S (configuration not stated) the results were RBX1-CUL1 inh -5.
For COc1cc(Cl)c(C)cc1NC(=O)CSc1nc2c(c(=O)[nH]1)CCC2 the results were RBX1-CUL1 inh -4.
Screening Fc1ccc(C(c2ccc(F)cc2)N2CCN(Cc3cccnc3)CC2)cc1 returned RBX1-CUL1 inh -4.
Screening CC(C)C(=O)Nc1nnc(Cc2cccs2)s1 returned RBX1-CUL1 inh 2.
`Oc1c(C(Nc2ccccn2)c2ccccc2F)ccc2cccnc12` (configuration not stated) gave RBX1-CUL1 inh 1.
For COCCCn1ccc2c(cnc3ncnn32)c1=O the results were RBX1-CUL1 inh 4.
CC(C)C1=NN2C(=N)/C(=C/c3cccs3)C(=O)N=C2S1 was read as RBX1-CUL1 inh -4.
Screening Cc1ccc(NS(=O)(=O)c2ccc3oc(=O)c4ncn(C)c4c3c2)cc1C returned RBX1-CUL1 inh -2.
Screening COC(=O)C(C(=O)O)=C1SC2=C(SCCS2)S1 returned RBX1-CUL1 inh -3.
For COc1c2c(cc3ccc(=O)oc13)CCO2 the results were RBX1-CUL1 inh 0.
For Cc1ccc(N2C(=O)CC(N3CCc4ccccc4C3)C2=O)cc1 (configuration not stated) the results were RBX1-CUL1 inh -3.
Screening COc1ccc(NC(=O)Cn2c(=O)n(Cc3nc(-c4ccccc4)no3)c(=O)c3cc4c(cc32)OCO4)c(OC)c1 returned RBX1-CUL1 inh -4.
Screening C=CCn1c(SCC(=O)NCCCN2CCOCC2)nnc1-c1sc2ccccc2c1Cl returned RBX1-CUL1 inh -12.
Screening Cc1ccccc1CN1CCC(N2CCC(C(=O)NCCOC(C)C)CC2)CC1 returned RBX1-CUL1 inh 7.
Screening COC(=O)c1ccc2c(c1)N(Cc1cc(C)ccc1C)C(=O)c1ccccc1S2(=O)=O returned RBX1-CUL1 inh -5.
`CCOc1cc(C)c(S(=O)(=O)NCCN2CCOCC2)cc1C` gave RBX1-CUL1 inh 5.
Screening CCOC(=O)COc1cc(Br)c(/C=C2/SC(=O)N(CC(=O)OC)C2=O)cc1OC returned RBX1-CUL1 inh -6.

Screens from PubChem.

The list is partial; the hit share may differ from the screen's.
